Screening results deposited in PubChem by several laboratories.
SKKanGAS inh – blocks kanamycin growth of S. pyogenes SKKanGAS strain | 300,000 compounds, 1.3% hits | inhibition, % at 7.5 µM | BacTiter-Glo, 6 h;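 active means mean replicate score, as percent of positive control median, at least 50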;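 further: strain carries kanamycin resistance gene driven by streptokinase promoter and grows in 40 µg/ml kanamycin; loss of luminescence reflects streptokinase promoter inhibition or plain growth inhibition; 0% = median of DMSO wells and 100% = positive control at its reference dose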
hERG protect – compounds protecting human hERG from proarrhythmic drug block. CHO-hERG, FluxOR thallium flux, dofetilide IC70 present. activation (rescue from dofetilide block), less the hit threshold, % at 10 µM. 310,000 compounds, 0.51% hits;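 active means activation above the mean of controls blocked by dofetilide plus 5 SD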;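 further: thallium influx through hERG after potassium depolarization seen as dye fluorescence rise; in these data hits start at about 4.7%; inactives centre near -7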
KCNQ1 block – human KCNQ1 channel inhibition. B-score at 10 µM. CHO-K1 KCNQ1, FluxOR thallium flux fluorescence; stronger effect = higher value. 310,000 compounds, 1.3% hits. AID 2642. P51787;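 active means compounds whose thallium flux B-score, printed positive for inhibition, exceeds three library SD while starting fluorescence stays within three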;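 further: channel opened by potassium depolarization with thallium stimulus after 20 min compound exposure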
Target sequence (P51787 whole entry, looked up): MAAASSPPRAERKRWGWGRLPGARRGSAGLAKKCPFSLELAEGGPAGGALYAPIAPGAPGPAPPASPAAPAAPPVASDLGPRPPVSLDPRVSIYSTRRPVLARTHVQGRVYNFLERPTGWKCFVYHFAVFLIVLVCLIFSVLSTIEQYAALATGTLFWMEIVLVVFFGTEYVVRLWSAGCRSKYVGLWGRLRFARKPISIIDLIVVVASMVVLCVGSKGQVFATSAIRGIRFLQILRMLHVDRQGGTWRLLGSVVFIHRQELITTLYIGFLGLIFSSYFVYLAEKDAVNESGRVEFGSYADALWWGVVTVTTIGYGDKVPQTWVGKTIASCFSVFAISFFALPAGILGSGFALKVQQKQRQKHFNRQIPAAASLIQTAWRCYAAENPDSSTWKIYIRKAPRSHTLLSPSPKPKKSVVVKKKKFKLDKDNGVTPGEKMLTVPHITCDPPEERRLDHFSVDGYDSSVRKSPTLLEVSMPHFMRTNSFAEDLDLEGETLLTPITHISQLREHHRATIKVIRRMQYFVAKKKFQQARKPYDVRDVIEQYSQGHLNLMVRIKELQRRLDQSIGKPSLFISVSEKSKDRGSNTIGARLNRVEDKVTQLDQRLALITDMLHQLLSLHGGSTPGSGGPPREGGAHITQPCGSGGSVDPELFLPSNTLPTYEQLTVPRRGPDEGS
KCNK3 inh – human KCNK3 channel inhibition, primary screen. CHO-KCNK3 thallium flux, FluxOR fluorescence; stronger effect = lower value. B-score at 10 µM. 340,000 compounds, 0.84% hits. AID 602410. O14649;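 active means B-score under library mean minus 4 SD, starting fluorescence ratio at most library mean plus 5 SD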;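 further: more negative B-score means stronger inhibition of thallium flux through KCNK3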
ANO1 block – blocks the mouse calcium-activated chloride channel TMEM16A | Q8BHY3 | 310,000 compounds, 1.2% hits | normalized B-score (activity score, 25-100; higher = stronger inhibition) at 10 µM | HEK293 TMEM16A/YFP iodide influx fluorescence, ionomycin | AID 588511;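 active means ratio plate-corrected score three or more library SD toward inhibition, starting fluorescence score within five deviations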;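 further: score derived from kinetic fluorescence span divided by baseline fluorescence per well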
RGS4 block – inhibitors of human RGS4; HEK293 M3R/RGS4 inducible, Fluo-4 calcium flux; stronger effect = higher value; triggered by carbachol at its EC20; B-score at 10 µM; 310,000 compounds, 0.45% hits;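 active means B-score, a plate-corrected calcium signal, over three deviations above library mean, with baseline fluorescence within five deviations of library mean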;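 further: RGS4 expression induced by doxycycline in cells with stable M3 receptor; B-score is computed from the integrated fluorescence ratio over baseline after carbachol; higher B-score means a larger calcium signal and so more RGS4 inhibition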
KCNK9 block – human KCNK9 channel inhibition; HEK293 KCNK9, FluxOR thallium flux fluorescence; stronger effect = lower value; Q9NPC2; 310,000 compounds, 1.2% hits; B-score at 10 µM;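 active means ratio B-score over 3 SD below the library mean, with starting fluorescence within 5 SD of its mean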;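 further: negative B-score means less thallium flux so channel inhibition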
Target sequence (Q9NPC2 whole entry, looked up): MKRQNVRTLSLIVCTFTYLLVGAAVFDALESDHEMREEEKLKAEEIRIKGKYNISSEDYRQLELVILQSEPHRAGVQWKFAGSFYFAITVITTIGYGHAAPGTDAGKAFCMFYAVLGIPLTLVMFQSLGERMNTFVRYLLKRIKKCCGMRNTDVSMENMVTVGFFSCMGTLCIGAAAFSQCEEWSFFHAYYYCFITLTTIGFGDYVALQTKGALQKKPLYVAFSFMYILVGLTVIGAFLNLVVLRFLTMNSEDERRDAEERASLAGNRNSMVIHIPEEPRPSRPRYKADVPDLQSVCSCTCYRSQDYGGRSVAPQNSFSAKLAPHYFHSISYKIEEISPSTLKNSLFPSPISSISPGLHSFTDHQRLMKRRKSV
RGS4 act – potentiators or activators of RGS4 | 310,000 compounds, 0.92% hits | AID 463111 | B-score at 10 µM | HEK293 M3R/inducible RGS4, carbachol calcium flux Fluo4; stronger effect = lower value;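 active means B-score of the integrated calcium signal more than 4 SD below the library mean, with starting fluorescence not abnormally high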;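 further: negative B-score means reduced calcium response which marks RGS4 activation or potentiation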
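test system = HEK293 cells with stable M3R and inducible RGS4 | schedule = recording 10 s baseline at 1 Hz, 100 s post-agonist | technique = Fluo4-AM (2 µM) calcium-flux fluorescence, kinetic read | measure = Agonist-evoked peak-minus-minimum fluorescence over baseline, integrated ratio, B score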
ANO1 activ – activators or potentiators of mouse TMEM16A chloride channel; Q8BHY3; HEK293 TMEM16A/YFP-H148Q/I152L, iodide quench fluorescence; stronger effect = lower value; B-score at 10 µM; 340,000 compounds, 0.3% hits;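 active means fluorescence-ratio B-score plate-corrected deviation score at least 3 library SD below zero, with starting fluorescence score within 5 deviations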;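 further: channel opened by trigger with iodide after compound preincubation; score built on the fluorescence ratio of max minus min over baseline; more negative score means more quench and so TMEM16A activation or potentiation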
HDAC3 inh – blocks human histone deacetylase 3. inhibition, % at 8.3 µM. 320,000 compounds, 0.15% hits. recombinant HDAC3, fluorogenic peptide/trypsin coupled, fluorescence. O15379. AID 2718; in the data active means inhibition above about 26%, passing the limit was not always enough
KCNQ1 act – potentiators or activators of human KCNQ1 potassium channel; 310,000 compounds, 0.35% hits; CHO-K1 KCNQ1, thallium flux FluxOR fluorescence; stronger effect = higher value; B-score at 10 µM; AID 2648; P51787;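 active means fluorescence ratio B-score, a plate-corrected score, at least three library SD, with initial intensity B-score within 5 SD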
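assay system = KCNQ1-transfected CHO-K1 cells | medium = assay buffer with matched DMSO | probe or stimulus = depolarizing K+/Tl+ stimulus, K2SO4 and Tl2SO4 each 12.5 mM in 5x stock | dosing = single dose | incubation = dye 90 min, compound 20 min, room temperature | detection = kinetic FluxOR fluorescence, 10 s baseline plus 110 s post-stimulus | evaluation = ratio B score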
* = called active by the depositor; i = inactive; nt = no result given. Rows were taken by chance (roughly 6.3% active in at least one column).

SMILES	SKKanGAS inh	hERG protect	KCNQ1 block	KCNK3 inh	ANO1 block	RGS4 block	KCNK9 block	RGS4 act	ANO1 activ	HDAC3 inh	KCNQ1 act
S=C1c2ccccc2CN1c1ccccc1	4.1	-4.7	i	i	i	i	i	i	i	-10.6	i
O=C(CCC1N=C2c3ccccc3N=C(SCC(=O)NCC3CCCO3)N2C1=O)NCc1ccc(F)cc1 (stereo not given)	-2.6	-5.2	i	i	i	i	i	i	i	-10.5	i
CC[n+]1c(C)sc2c(C)cc(C)cc21	-0.6	-9.4	i	i	i	i	i	i	i	-1.0	i
NC(=O)CC(NC(=O)c1cccc(Br)c1)c1ccc(NC2CCC2)c([N+](=O)[O-])c1 (stereo not given)	3.0	-5.8	i	i	i	i	i	i	i	-1.6	i
Cc1cc2oc(=O)cc(CN3CCCCC3C)c2cc1C (stereo not given)	5.7	-2.7	i	i	i	i	i	i	i	2.4	i
Cn1nnnc1SCC(=O)Nc1ccc(Cl)cn1	-1.1	-8.5	i	i	i	i	i	i	i	-12.3	i
Cc1noc(C)c1C(=O)Nc1nc(C23CC4CC(CC(C4)C2)C3)cs1	8.6	-13.4	i	i	i	i	i	i	i	18.3	i
CC1(C(=O)NC2CCCCCC2)CCC(=O)N1Cc1ccc2c(c1)OCO2 (stereo not given)	6.6	-14.4	i	i	i	i	i	i	i	-2.9	i
CCn1c(SCC(=O)NCC2CCCO2)nc2c(c1=O)SC(C)C2 (stereo not given)	-1.6	-3.8	i	i	i	i	i	i	i	2.3	i
Cc1ccc2[nH]cc(CCNC(=O)c3cccnc3)c2c1	-1.8	-4.2	i	i	i	i	i	i	i	3.4	i
CCOC(=O)c1c(C)n(CCO)c2ccc(O)cc12	3.2	-6.7	i	i	i	i	i	i	i	-2.9	i
Cc1ccc(NC(=O)c2sc3nc(N)c(C#N)cc3c2N)cc1	-1.6	-8.4	i	i	i	i	i	i	i	6.2	i
Cc1cccc(N2C(=O)CN=C2Nc2nc(C)cc(C)n2)c1	0.5	-2.8	i	i	i	i	i	i	i	2.1	i
NS(=O)(=O)c1ccc(CNC(=O)/C=C/c2ccccc2[N+](=O)[O-])cc1	1.5	-10.3	i	i	i	i	i	i	i	-2.5	i
Cc1c(C)c2c(OCC(=O)N3CCC(C(=O)O)CC3)cc3c(c2oc1=O)CCC(C)(C)O3	9.3	-10.5	i	i	i	i	i	i	i	-215.9	i
O=C(NCc1ccncc1)c1ccc(S(=O)(=O)Nc2ccccc2)cc1	-11.6	-11.3	i	i	i	i	i	i	i	1.9	i
O=C1C(=O)N(CNc2ccccn2)c2ccccc21	0.1	-9.2	i	i	i	i	i	i	i	-0.2	i
O=C(COc1cccc2ccccc12)NNC(=O)c1cnccn1	-5.5	-11.7	i	i	i	i	i	i	i	-5.6	i
CSc1nc2c(c(=O)[nH]c(=O)n2C)n1Cc1ccccc1	13.1	-1.0	i	i	i	i	i	i	i	6.5	i
C=CCc1ccc(OCCOc2cccc(/C=N/n3cnnc3)c2)c(OC)c1	-3.8	-10.0	i	i	i	i	i	i	i	0.3	i
CC(C(=O)c1ccc(-c2ccccc2)cc1)[n+]1cccc(Br)c1 (stereo not given)	-3.6	-7.4	i	i	i	i	i	i	i	5.2	i
Cc1ccc(-n2nnnc2SCC(=O)c2c(N)n(CC(C)C)c(=O)n(C)c2=O)cc1	4.8	-12.1	i	i	i	i	i	i	i	-0.1	i
CC(=O)Nc1cccc2c1C(=O)N(c1ccccc1C)C2=O	-1.1	-9.5	i	i	i	i	i	i	i	8.0	i
COc1ccc2c(C)cc(=O)[nH]c2c1	-1.1	-4.6	i	i	i	i	i	i	i	11.0	i
CCc1nc(C)cn1S(=O)(=O)c1cc([N+](=O)[O-])ccc1Cl	5.2	-5.0	i	i	i	i	i	i	i	1.0	i
CN(CC(=O)Nc1ccc(F)cc1)C(=O)c1cc(-c2ccco2)nc2ccccc12	2.1	-22.4	i	i	i	i	i	i	i	-8.0	i
Cc1cccc(C(C#N)c2nc3ccccc3nc2C(F)(F)F)c1 (stereo not given)	3.4	-4.2	i	i	i	i	i	i	i	9.8	i
COc1c(C)cccc1C(=O)Nc1ccc(N2CCOCC2)c(Cl)c1	-7.4	-13.0	i	i	i	i	i	i	i	7.7	i
CN(Cc1cccnc1)Cc1cn(C)nc1-c1ccc(Oc2ccccc2)cc1	0.9	-9.9	i	i	i	i	i	i	i	4.5	i
CCC(C(=O)OCC(=O)N(CCOC)c1c(N)n(Cc2ccccc2)c(=O)[nH]c1=O)c1ccccc1 (stereo not given)	6.9	-11.6	i	i	i	i	i	i	i	2.4	i
COc1cccc(CC2(CO)CCN(Cc3cccn3-c3cccnc3)CC2)c1	-2.4	-7.2	i	i	i	i	i	i	i	-7.9	i
O=C(CCCN1C(=O)CCC1=O)Nc1ccc2c(c1)OCO2	2.2	-5.7	i	i	i	i	i	i	i	1.8	i
Cn1nc(C(F)(F)F)c2cc(C(=O)NC3CC3)sc21	-5.0	-5.3	i	i	i	i	i	i	i	6.3	i
CCCCn1c(N)c(N(CC(C)C)C(=O)c2ccc(COc3ccccc3)o2)c(=O)[nH]c1=O	-2.4	-12.9	i	i	i	i	i	i	i	-3.1	i
Brc1ccc2cccnc2c1	-5.8	-4.6	i	i	i	i	i	i	i	-1.5	i
Cc1cccc(NC(=O)C(=O)NNC(=O)c2ccc(C(C)(C)C)cc2)c1	85.1*	37.4*	i	i	i	i	i	i	i	-0.2	73*
COC(=O)c1nn(-c2ccccc2)c(Sc2ccc(Cl)cc2)c1/C=N/O	6.4	1.9	i	i	i	i	i	i	i	6.5	i
O=C(CC1CCCCC1)NCc1nc(-c2ccccc2)no1	0.9	-3.8	i	i	i	i	i	i	i	nt	i
NS(=O)(=O)c1ccc(CNC(=O)/C=C/c2c(Cl)cccc2Cl)cc1	-9.8	-5.8	i	nt	i	i	i	i	nt	3.2	i
O=C(CNC(=O)Cc1ccccc1)N=Nc1c(O)[nH]c2ccccc12	-8.8	-5.3	i	i	i	i	i	i	i	3.7	i
Cc1onc(-c2ccccc2)c1C(=O)Nc1cccc2nsnc12	-5.7	-5.2	i	i	i	i	i	i	i	-3.3	i
CCOC(=O)c1nn(-c2ccc(OCC)cc2)c2nc(-c3cccc(OC)c3)c(C#N)c(=O)n12	13.7	-5.1	i	i	i	i	i	i	i	-9.8	i
N#Cc1cnc(NCc2ccc(Cl)cc2Cl)nc1	-5.1	-10.6	i	-11.7*	i	i	i	i	i	-2.8	i
C=CCSc1nc(C)c(Cc2cccc3ccccc23)c(=O)[nH]1	39.0	-6.9	i	i	i	i	i	i	i	-2.0	i
COc1cc(/C=N/n2nnnc2N)cc(Cl)c1OC	-1.8	-5.6	i	i	i	i	i	i	i	2.8	i
Cc1ccccc1NC(=S)N(CCCN1CCCCC1)Cc1ccco1	9.3	-8.0	i	i	i	i	i	i	i	-3.0	i
CC(Oc1cccc(F)c1)C(=O)/C=C\N(C)C (stereo not given)	7.3	-5.2	i	i	i	i	i	i	i	7.8	i
C/C(=N\OC(=O)c1ccc(Cl)c(Cl)c1)c1sc(C)nc1C	-9.4	-8.6	i	i	i	i	i	i	i	-10.0	i
Cc1[nH]c2ccccc2c1C(=O)C(=O)N1CCN(c2ccccc2F)CC1	-4.2	-9.2	i	i	i	i	i	i	i	2.2	i
COc1ccccc1-n1cnnc1SCC(=O)c1cc(C)n(Cc2cccs2)c1C	6.2	-10.8	i	i	i	i	i	i	i	-1.7	i
O=C(NCc1cccnc1)c1nc(-c2cccs2)no1	-7.0	-1.6	i	i	i	i	i	i	i	6.5	i
COc1ccc(C(=O)NCc2ccccc2OC)c(OC)c1	-2.4	-15.5	i	i	i	i	i	i	i	-2.3	i
CC(C)NCC(O)Cn1c2c(c3ccccc31)CCc1c-2cnn1-c1ccccc1 (stereo not given)	3.8	-18.1	i	i	i	i	i	i	i	-27.6	i
COC(CNC(=O)c1ccc(N2CCC3(CC2)OCCO3)c([N+](=O)[O-])c1)OC	2.4	-5.2	i	i	i	i	i	i	i	0.9	i
CCN(CC)CCN(C(=O)/C=C/c1cccs1)c1nc2ccc(Cl)cc2s1	-1.2	-12.8	i	i	i	i	i	i	i	0.0	i
O=C(CSCCc1ccccn1)Nc1cccnc1Cl	-0.6	-11.8	i	i	25*	i	i	i	i	-3.5	i
CC(C)CC(=O)NC(=S)Nc1nc(-c2ccc(Cl)cc2)cs1	nt	-4.0	i	i	i	i	i	i	i	-1.1	i
Cc1cc(NC(=O)c2cc(-c3ccco3)on2)nn1Cc1ccc(Cl)cc1	3.4	-14.9	i	i	i	i	i	i	i	-2.9	i
CCCCC(=O)Nc1cccc(-c2cn3ccccc3n2)c1	-2.0	-8.0	i	-8.72*	i	i	i	i	i	nt	i
COc1ccccc1CNC(=O)c1sccc1C	-0.5	-7.4	i	i	i	i	i	i	i	-0.1	i
Next section.
SMILES	SKKanGAS inh	hERG protect	KCNQ1 block	KCNK3 inh	ANO1 block	RGS4 block	KCNK9 block	RGS4 act	ANO1 activ	HDAC3 inh	KCNQ1 act
OC1CCN(Cc2cccc3ccccc23)CC1	-5.9	-8.7	i	i	i	i	i	i	i	-0.8	i
Cc1ccccc1CC(=O)NCc1cccnc1	-4.2	-10.2	i	i	i	i	i	i	i	2.9	i
O=C(CCc1ccccc1)N=C1SC2CS(=O)(=O)CC2N1c1ccc(F)cc1 (stereo not given)	-1.9	-6.3	i	i	i	i	i	i	i	-0.3	i
CC1Cc2ccccc2N1C(=O)Cn1nc(C(=O)O)c2ccccc2c1=O (stereo not given)	-3.7	-5.6	i	i	i	i	i	i	i	-0.5	i
COc1cccc(CC(=O)NC2CCCN(Cc3ccccc3F)C2)c1 (stereo not given)	2.4	-7.0	i	i	i	i	i	i	i	3.7	i
CCCC(=O)Nc1nc(C)c(C(C)=O)s1	3.6	-12.2	i	i	i	i	i	i	i	-0.8	i
COC(=O)CN1C(=O)[C@@H]2[C@H](C1=O)[C@@H]1CC(C(=O)OC)=C[C@@H](C(=O)OC)[C@@H]3C1=C(C(=O)[C@]3(C)NC(=O)c1ccccc1)[C@@H]2C	-1.3	-1.4	i	i	i	i	i	i	i	-16.2	i
Cc1nc2c(Cl)cc(Cl)cc2[nH]1	0.1	-5.5	i	i	i	i	i	i	i	12.0	i
COc1ccc(N(CC(=O)NCc2ccccc2OC)S(=O)(=O)c2ccc(C)cc2)cc1Cl	4.6	-9.8	i	i	i	i	i	i	i	9.8	i
